# Source: PubChem (National Center for Advancing Translational Sciences (NCATS))
# TDP-43 yeast inh: qHTS of TDP-43 Inhibitors; TDP-43 expressing yeast growth rescue, BacTiter-Glo, 24 h; Potency, µM (top dose mostly 46.1 µM), without a hit: at the top dose growth rescue (activation), actives largely listed as activators; actives 1.8% (n = 410,000); also: % of control where 0% means no effect; nearly all actives have a fitted effect of over 50% in size
#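 Luminescence from BacTiter-Glo reports growth of TDP-43-expressing yeast after 24 hr at 30 deg C with compound. Cells were raffinose-pregrown to mid-log, then seeded in galactose medium at OD600=0.02.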
# EPAC2 antag: qHTS for Antagonist of cAMP-regulated guanine nucleotide exchange factor 2 (EPAC2): primary screen; Rap guanine nucleotide exchange factor 4 (Homo sapiens), Q8WZA2; EPAC2 GEF exchange of Rap1B-BODIPY-GDP, fluorescence; Potency, µM (top dose mostly 114 µM), for the others: at the highest dose activity, negative = inhibition, most hits filed as inhibitors; actives 0.18% (n = 360,000); also: % is scaled to controls: 0 for no effect and ±100 for the full control effect; nearly all actives have a fitted effect of over 45% in size; many of its hits are not listed in these tables
# Target sequence (Q8WZA2 whole entry, looked up): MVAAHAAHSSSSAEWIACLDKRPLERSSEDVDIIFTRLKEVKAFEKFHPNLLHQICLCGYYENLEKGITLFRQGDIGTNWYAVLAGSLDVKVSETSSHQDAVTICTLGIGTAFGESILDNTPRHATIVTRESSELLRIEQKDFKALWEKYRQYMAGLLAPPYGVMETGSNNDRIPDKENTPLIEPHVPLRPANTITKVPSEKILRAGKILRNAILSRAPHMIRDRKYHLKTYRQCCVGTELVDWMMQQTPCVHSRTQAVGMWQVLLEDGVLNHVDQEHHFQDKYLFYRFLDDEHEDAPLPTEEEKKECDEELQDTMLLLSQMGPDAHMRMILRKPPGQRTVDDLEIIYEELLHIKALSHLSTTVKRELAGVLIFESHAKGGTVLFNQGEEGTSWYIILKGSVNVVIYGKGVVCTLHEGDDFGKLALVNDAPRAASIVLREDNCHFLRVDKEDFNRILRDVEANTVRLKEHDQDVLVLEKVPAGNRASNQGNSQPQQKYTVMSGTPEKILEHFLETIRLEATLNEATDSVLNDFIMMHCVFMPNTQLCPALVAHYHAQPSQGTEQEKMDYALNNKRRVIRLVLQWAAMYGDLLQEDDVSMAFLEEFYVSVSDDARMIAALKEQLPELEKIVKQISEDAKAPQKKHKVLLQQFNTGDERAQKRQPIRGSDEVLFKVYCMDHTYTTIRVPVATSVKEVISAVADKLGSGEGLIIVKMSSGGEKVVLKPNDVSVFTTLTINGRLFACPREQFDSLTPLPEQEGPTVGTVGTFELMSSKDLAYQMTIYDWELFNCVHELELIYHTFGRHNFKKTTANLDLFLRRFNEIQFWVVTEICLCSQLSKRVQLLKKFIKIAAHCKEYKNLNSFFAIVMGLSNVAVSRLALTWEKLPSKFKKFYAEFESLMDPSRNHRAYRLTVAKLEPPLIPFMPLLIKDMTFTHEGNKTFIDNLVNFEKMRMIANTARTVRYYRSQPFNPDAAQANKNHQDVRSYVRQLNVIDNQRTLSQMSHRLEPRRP
# EPAC1 ag: qHTS for Agonist of cAMP-regulated guanine nucleotide exchange factor 3 (EPAC1): primary screen. EPAC1 agonist qHTS, biochemical assay; response scale: 100% = response to 6.5 mM cAMP. Potency, µM (top dose mostly 154 µM), for inactives: top-dose activation, usual class: activators. actives 0.073% (n = 360,000). AID 720707, 2013; also: nearly all actives have a fitted effect of over 60% in size
#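 Multi-concentration qHTS readout: loss of Rap1B-bound BODIPY-GDP fluorescence driven by 100 nM EPAC1 with excess GDP (50 uM), monitored kinetically at room temperature; agonist response expressed relative to 6.5 mM cAMP.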
# FUS yeast rescue: qHTS for Suppressors of FUS Proteinopathy: Primary screen using FUS-linked yeast assay | actives 0.24% (n = 390,000) | Potency, µM (highest dose often 76.6 µM), inactives show top-dose growth rescue (activation), actives largely listed as activators | S. cerevisiae FUS-expressing, growth rescue, OD600, 24 h | AID 1347120, 2019;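 also: plate controls were DMSO vehicle for no effect and reference control for full effect; nearly all actives have a fitted effect of over 55% in size; some results filed as inactive show a strong effect at the top dose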
#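 Restored growth of FUS-toxic S. cerevisiae, read as 600 nm absorbance after 24 h at 30C in galactose medium (starting OD 0.005). Controls CP55940 and DMSO.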
# EPAC1 antag: qHTS for Antagonist of cAMP-regulated guanine nucleotide exchange factor 3 (EPAC1): primary screen; Potency, µM (doses to about 115 µM), inactives show top-dose activity change, negative = inhibition, hits mostly inhibitors; actives 0.14% (n = 360,000); EPAC1 GEF assay, Rap1b-BODIPY-GDP exchange fluorescence; Rap guanine nucleotide exchange factor 3 (Homo sapiens), O95398; AID 720709, 2013;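 also: plate controls were vehicle for no effect and positive control for full effect; nearly all actives have a fitted effect of over 50% in size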
# aSyn rescue: qHTS of alpha-syn Inhibitors | Yeast expressing alpha-synuclein, growth rescue, BacTiter-Glo, 24 h | Potency, µM (highest dose often 46.1 µM), for the others: at the highest dose growth rescue (activation), actives largely listed as activators | actives 0.14% (n = 370,000) | AID 652106, 2013; also: % of control where 0% means no effect; nearly all actives have a fitted effect of over 65% in size
#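 Screening used galactose-induced yeast with toxic alpha-synuclein levels, exposed to compound for 24 hr at 30 deg C. Cell growth, read with BacTiter-Glo luminescence, gave the measured signal.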
# PTHR1 agonist: qHTS for PTHR1 Agonists: Primary Screen; Parathyroid hormone/parathyroid hormone-related peptide receptor (Homo sapiens), Q03431; HEK293 GP2 PTHR1 cells, GloSensor cAMP luminescence, 1 h; Potency, µM (doses to about 115 µM), inactives show at the highest dose activation, actives largely listed as activators; actives 0.075% (n = 410,000); AID 743266, 2014; also: nearly all actives have a fitted effect of over 55% in size; some results filed as inactive show a strong effect at the top dose; inactives centre near -15; many of its hits are not listed in these tables
#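 HEK-293-derived GP2 cells expressing PTHR1 and a GloSensor cAMP reporter, 3,000/well, plated overnight, given luciferin plus IBMX (each 0.5 mM as added) for 1 h at 37 °C, then compound for 1 h at 37 °C. Luminescence was read after 15 min at room temperature.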
# EPAC2 agonist: qHTS for Agonist of cAMP-regulated guanine nucleotide exchange factor 4 (EPAC2): primary screen; EPAC2 activation, biochemical qHTS; response scale: 100% = 6.5 mM cAMP response; Rap guanine nucleotide exchange factor 4 (Homo sapiens), Q8WZA2; actives 0.079% (n = 360,000); Potency, µM (top dose mostly 154 µM), without a hit: top-dose activation, usual class: activators; also: nearly all actives have a fitted effect of over 50% in size
#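 EPAC2 (100 nM) mixed with Rap1B loaded with BODIPY-GDP (250 nM) plus 50 uM unlabeled GDP; compounds pinned in, 5 min RT, then read every 5 min for 30 min (ex 480, em 540 nm). Normalized to cAMP control.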
# The depositor's hits bear a star; i = inactive; ? = inconclusive; · = no result given; [ ] = dose if it differs, or a comment. Calls follow the shape of the dose curve; as a rule, active = well fitted curve in the direction sought with a large enough effect; inconclusive = small, poorly fitted or top-dose-only effect, or another doubt; inactive = no such curve, though single readings can be large; an effect the other way counts as inactive or inconclusive. Potency is read from the fitted curve at half-maximal effect. Some of the compounds tested; the hit share may differ from the screen's.
nr	structure	TDP-43 yeast inh	EPAC2 antag	EPAC1 ag	FUS yeast rescue	EPAC1 antag	aSyn rescue	PTHR1 agonist	EPAC2 agonist
1	O=C(Cn1cnc2sc(-c3ccccc3)cc2c1=O)NCc1ccccc1	-25%	6%	2%	?	-3%	8%	7%[57.5 µM]	8%
2	CCOC(=O)CC1(C)NC(C(=O)O)C(C)(C)S1 (stereo not drawn)	3%	1%	1%	·	7%	0%	i	10%
3	CN(CCc1ccccn1)C1CC(=O)N(c2ccc(Cl)cc2)C1=O (stereo not drawn)	13%	-5%	5%	-8%	1%	-67%[inhibitor]	-12%	16%
4	Cc1cc(Cl)ccc1NC(=S)NC(C)(C)C	2%	-2%	3%	-44%	9%	-1%	-19%	0%
5	Cc1ccc(CN2CCC(C(=O)Nc3cccc(-c4cccc(F)c4)c3)CC2)o1	9%	-14%	-1%	0%	5%	-5%	i	11%
6	CCCOc1ccc(N2C(=O)CC(N(Cc3ccco3)C(=O)CCC(=O)O)C2=O)cc1 (stereo not drawn)	0%	4%	5%	9%	7%	0%	i	-1%
7	Cc1ccc(S(=O)(=O)/N=C2/C=C(C3C(=O)CC(C)(C)CC3=O)C(=O)c3ccccc32)cc1	?	-5%	-14%	·	-11%	2%	-23%	10%
8	O=C(Nc1nccs1)c1cc(Cl)nc2ccccc12	0%	-2%	-3%	?	-12%	-14%	i	7%
9	Nn1cnnc1N/N=C/c1ccccc1C(F)(F)F	17%	-2%	10%	-28%	4%	-9%	-2%	6%
10	COc1ccc(S(=O)(=O)N(CCc2ccccc2)CC(=O)NCCCO)cc1	-5%	0%	3%	-1%	-10%	-8%	i	10%
11	COc1ccccc1CN1C(=O)C2CC=CCC2C1=O (stereo not drawn)	-8%	-5%	5%	9%	3%	-1%	3%	12%
12	Nn1c(Cc2cccc3ccccc23)nnc1SCn1nnc2ccccc2c1=O	-9%	-3%	-1%	42%	-15%	19%	i	2%
13	O=C(/C=C/c1cccc(Cl)c1)Nc1ncccn1	1%	8%	-4%	7%	-5%	1%	-24%	4%
14	Cc1ccccc1CC(=O)NCCN1CCOCC1	14%	-2%	6%	-20%	7%	5%	-49%[inhibitor]	8%
15	CC1=C(C)CC(C(=O)Nc2cccc([N+](=O)[O-])c2)C(C(=O)O)C1 (stereo not drawn)	18%	2%	4%	·	0%	1%	i	-8%
16	CCCCCc1c(O)nc(SCCN(C)C)[nH]c1=O	5%	-4%	15%	-6%	-3%	3%	-26%	-1%
17	CCCCOc1ccc(C2CCC(C(C)=O)C(C)C2)cc1 (stereo not drawn)	-4%	-4%	-3%	24%	?	-4%	-7%	13%
18	CNC(=O)CSCc1c(Cl)cccc1Cl	4%	1%	0%	-4%	0%	2%	-24%[57.5 µM]	9%
19	Cn1c(Cn2c(=O)sc3ccccc32)nnc1SCc1ccc(F)cc1	?	4%	-14%	-14%	-5%	2%	i	2%
20	Cc1cc(N2CCCC2)ccc1/C=C1\NC(=S)N(C)C1=O	12%	-4%	-17%	·	12%	-12%	-15%	0%
21	Cc1ccc(C(=O)Nc2nc(-c3ccccn3)cs2)cc1S(=O)(=O)N1CCOCC1	?	0%	0%	31%	3%	13µM*	-35%[inhibitor]	2%
22	Cc1ccc(C(C)C)c(O)c1C(=O)O	6%	-22%	-18%	-36%	0%	-22%	-6%	10%
23	CC(=O)Nc1cccc(NC(=O)CSc2nnc3ccc(-c4ccccn4)nn23)c1	-13%	-7%	-1%	1%	0%	1%	i	3%
24	CN(C)S(=O)(=O)NC(=O)C1=C(N2CCCC2)COC1=O	-9%	16%	-14%	-25%	2%	-4%	-16%	5%
25	Cc1ccc(-c2c[n+](CC(=O)N3c4ccccc4Sc4ccccc43)c3n2CCC3)cc1	-12%	-2%	8%	5%	-14%	-1%	-68%[inhibitor]	5%
26	CCS(=O)(=O)c1ccc2oc(SCC(=O)Nc3ccc(OC)c(OC)c3)nc2c1	1%	1%	-8%	-7%	-21%	-2%	-23%	4%
27	CC(C)NS(=O)(=O)c1ccc(CCC(=O)Nc2ccc3c(c2)OCO3)cc1	-21%	-3%	-1%	-1%	1%	0%	1%[57.5 µM]	10%
28	CCCCN(c1ccccc1)S(=O)(=O)c1cccc2cccnc12	0%	-30%	6%	24%	4%	8%	-94%[inhibitor]	11%
29	Cc1ccc(S(=O)(=O)N/N=C/c2ccc(C(=O)O)cc2)cc1	5%	7%	2%	-1%	5%	-2%	-27%[57.5 µM]	4%
30	O=C(NCCc1ccccc1)c1cc(-c2ccncc2)nc2ccc(S(=O)(=O)N3CCOCC3)cc12	13%	10%	-15%	2%	0%	4%	-7%	0%

# 3 compounds out of the list, sorted by molar mass, ascending:
nr	structure	TDP-43 yeast inh	EPAC2 antag	EPAC1 ag	FUS yeast rescue	EPAC1 antag	aSyn rescue	PTHR1 agonist	EPAC2 agonist
20	Cc1cc(N2CCCC2)ccc1/C=C1\NC(=S)N(C)C1=O	12%	-4%	-17%	·	12%	-12%	-15%	0%
29	Cc1ccc(S(=O)(=O)N/N=C/c2ccc(C(=O)O)cc2)cc1	5%	7%	2%	-1%	5%	-2%	-27%[57.5 µM]	4%
5	Cc1ccc(CN2CCC(C(=O)Nc3cccc(-c4cccc(F)c4)c3)CC2)o1	9%	-14%	-1%	0%	5%	-5%	i	11%

# Next part.
nr	structure	TDP-43 yeast inh	EPAC2 antag	EPAC1 ag	FUS yeast rescue	EPAC1 antag	aSyn rescue	PTHR1 agonist	EPAC2 agonist
31	O=C(CNC(=O)c1ccccc1Cl)N/N=C/C=C/c1ccccc1	-10%	3%	-6%	-5%	-6%	1%	i	-2%
32	O=C(CSc1nnc(C2CC2)n1C1CC1)c1ccc(F)c(F)c1	9%	-3%	3%	-15%	-1%	?	-4%	10%
33	CCOC(=O)c1[nH]c(C)c(C(=O)NCCc2ccc(OC)cc2)c1C	-15%	4%	3%	19%	-1%	0%	-11%[57.5 µM]	-2%
34	Cn1c(SCC(=O)Nc2cccc(S(=O)(=O)NC3=NCCCCC3)c2)nnc1-c1ccncc1	-20%	2%	-11%	12%	17%	0%	-23%	7%
35	Cc1c(C(=O)Nc2ccc(F)cc2)oc2ccc(S(=O)(=O)N3CC(C)CC(C)C3)cc12 (stereo not drawn)	-24%	9%	6%	0%	-5%	12%	-55%[inhibitor][57.5 µM]	-1%
36	O=c1[nH]c2cccnc2n1Cc1ccco1	-16%	19%	-7%	15%	5%	-10%	?	6%
37	COC(=O)c1cc(-c2c(C)nn(-c3ccccc3)c2C)n[nH]1	18%	6%	2%	-9%	9%	-12%	i	-6%
38	CCOC(=O)c1c(-c2ccccc2)csc1NC(=O)c1ccc(N2C(=O)CCC2=O)cc1	-7%	1%	2%	-3%	7%	4%	-3%[57.5 µM]	-11%
39	Cc1cc(N2CCOCC2)nc2ccc(NC(=O)CCC(=O)N3CCCC(C)C3)cc12 (stereo not drawn)	-23%	-8%	8%	?	-7%	-1%	i	-3%
40	CCCc1nc2c(nnn2Cc2ccccc2Cl)c(=O)[nH]1	13%	-1%	1%	0%	-11%	0%	-7%	5%
41	COC(=O)C(C)Sc1nc2c([nH]c3ccccc32)c(=O)n1C (stereo not drawn)	0%	-2%	5%	27%	3%	-3%	i	-7%
42	Cn1nc(OCC(N)=O)ccc1=O	5%	10%	-6%	-5%	-2%	3%	-2%[57.5 µM]	1%
43	O=C(COC(=O)CCc1c[nH]c2ccccc12)Nc1cc([N+](=O)[O-])ccc1Cl	2%	-6%	3%	·	-4%	2%	i	5%
44	CC1=C(C(=O)OCC2CCCO2)C(c2ccc(O)cc2)NC(=O)N1 (stereo not drawn)	-26%	3%	2%	22%	-4%	0%	-1%	0%
45	Cc1cc(=O)oc2cc(OCC(=O)N3CCCC(C)C3)ccc12 (stereo not drawn)	-7%	-1%	-6%	8%	0%	-9%	-1%[57.5 µM]	20%[15.6 µM]
46	Cc1ccc2cc3cc(C(=O)NCCCN4CCCC4)oc3nc2c1	2%	2%	2%	13%	22%	-3%	-13%	9%
47	O=C(NC(=O)N1CCN(c2ccc(F)cc2)CC1)c1ccccc1	-14%	-1%	6%	13%	-2%	-2%	i	7%
48	Cc1ccc(NC(=O)CN(C)C(=O)CSc2nccn2C)cc1	-29%	-2%	2%	19%	-8%	-6%	-3%	0%
49	CCOc1ccccc1NC(=O)NCc1cccnc1	-22%[0.397 µM]	11%	-9%	7%	11%	-4%	2%	1%
50	O=C(CN(c1ccc(Cl)cc1)S(=O)(=O)c1ccccc1)N1CCN(c2ccccc2)CC1	24%	9%	-2%	-9%	-8%	·	-18%	9%
51	COc1ccccc1C(=O)NNC(=O)c1ccc(Br)o1	14%	-2%	-3%	·	-5%	-7%	i	2%
52	CN(Cc1cn(C)nc1-c1ccccc1F)Cc1nccn1C	-13%[0.397 µM]	8%	1%	8%	-3%	-2%	i	3%
53	COc1ccc(/C(C)=N/NC(=O)c2nnn(-c3nonc3N)c2-c2ccccc2)cc1	-1%	-13%	4%	16%	-29%	3%	i	1%
54	Cc1onc(-c2c(Cl)cccc2Cl)c1-c1nc2cc(Cl)ccc2c(=O)o1	10%	-2%	4%	1%	-4%	-2%	i	7%
55	COc1ccc(Cn2c(=S)[nH]c3ccsc3c2=O)cc1	11%	7%	4%	21%	10%	?	-15%	5%
56	Cc1ccc(/C=C/C(=O)NCCCn2ccnc2)cc1	-20%	4%	5%	-6%	-4%	1%	i	3%
57	O=C(Nc1nc(-c2ccc3c(c2)OCO3)cs1)c1ccncc1	-7%	-10%	4%	·	-13%	-12%	-35%	5%
58	Cc1ccc(C)c(NC(=O)Cn2nnc(C(=O)NCc3cccs3)c2N)c1	-9%	-5%	2%	12%	19%	-3%	i	4%
59	COc1ccc(C(=O)N2CCN(S(=O)(=O)c3ccc4c(c3)OCCO4)CC2)cc1OC	-7%	16%	-10%	13%	0%	-2%	-17%	4%
60	CC1CCCCC1NC(=O)C1Cc2ccccc2CN1S(C)(=O)=O (stereo not drawn)	-9%	0%	5%	-15%	-21%	2%	i	-3%
